High-throughput results as filed in PubChem BioAssay.
EBV gp42 inh = EBV gp42 inhibition | Q1HVG2 | Fluorescence polarization binding assay, mP read-out | inhibition, % (tested at 21.74 µM) | 220,000 compounds, 0.42% hits | AID 1085; in the data active = inhibition above about 50%
Target sequence (Q1HVG2 whole entry, looked up): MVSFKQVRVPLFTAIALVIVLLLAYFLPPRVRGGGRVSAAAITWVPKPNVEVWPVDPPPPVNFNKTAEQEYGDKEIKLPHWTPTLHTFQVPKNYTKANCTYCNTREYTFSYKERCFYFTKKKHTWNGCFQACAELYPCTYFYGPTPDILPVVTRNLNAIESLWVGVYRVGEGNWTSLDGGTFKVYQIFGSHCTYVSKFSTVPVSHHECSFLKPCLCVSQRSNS
Thrombin inh = blocks human thrombin protease activity. P00734. alpha-thrombin, Boc-VPR-AMC fluorogenic substrate cleavage. inhibition, % at 5 µM. 220,000 compounds, 0.26% hits;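 active = inhibition at or above 40%; inactive = inhibition below 40%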;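 note: 0% = enzyme with no compound and 100% = wells without enzyme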
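Assay system: human alpha-thrombin enzyme. Reagent: Boc-VPR-AMC substrate, 15 µM final. Compound dosing: one concentration per compound, 5 µM, with 0.2% DMSO. Incubation: room-temperature reaction. Technique: AMC fluorescence, 355/460 nm. Measure: % inhibition relative to enzyme controls and enzyme-free blanks.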
Rad51 HR inh = blocks human Rad51 in homologous recombination; hRad51 DNA strand exchange, fluorescence dequenching; inhibition, % at 10 µM; 200,000 compounds, 0.085% hits; AID 1385;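 active = inhibition above 40% at the single screening dose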;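 note: 0% = DMSO control wells and 100% = blanks with heterologous ssDNA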
Target sequence (Q06609 whole entry, looked up): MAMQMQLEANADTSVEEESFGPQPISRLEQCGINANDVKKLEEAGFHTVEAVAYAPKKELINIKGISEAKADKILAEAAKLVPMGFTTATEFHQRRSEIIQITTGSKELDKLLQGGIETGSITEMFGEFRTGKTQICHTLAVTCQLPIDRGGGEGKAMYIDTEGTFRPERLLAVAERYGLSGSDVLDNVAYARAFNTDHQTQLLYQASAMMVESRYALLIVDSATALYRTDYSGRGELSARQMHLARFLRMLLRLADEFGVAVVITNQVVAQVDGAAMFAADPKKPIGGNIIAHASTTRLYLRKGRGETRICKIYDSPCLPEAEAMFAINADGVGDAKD
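System: hRad51 filaments on single-stranded DNA; reagent: Fluorescein- and BHQ1-tagged 47-mer duplex; compound dosing: one concentration, 10 µM final; timing: filaments 15 min 37 °C, then compound 30 min; measured by: fluorescein emission 520 nm, excitation 485 nm; benchmarks: per-plate controls and blanks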
KCC2 mod = KCC2 (human) Cl- transport modulation | KCC2 cells, thallium flux FluoZin-2 fluorescence | 190,000 compounds, 2.2% hits | AID 1456 | B-score of Tl+ flux slope (higher = more flux/activation; lower = inhibition) at 10 µM;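 active = thallium flux slope and its plate-corrected score both differing from the plate sample mean at a set confidence after two filtering rounds, in either direction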;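 note: slope of fluorescence scaled to starting intensity during 10 to 20 s after thallium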
eIF4E-4G inh = blocks eIF4E binding to eIF4G; inhibition, % at 21.7 µM; P63073+Q04637; TR-FRET eIF4E-eIF4GI(517-606) binding, 2 h; 220,000 compounds, 0.37% hits;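 note: 0% = full FRET control wells and 100% = background wells lacking eIF4GI fragment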
p47phox inh = blocks human p47phox regulatory protein of NADPH oxidases; P14598; p47phox/p22phox peptide binding, fluorescence polarization, 2 h; 220,000 compounds, 0.53% hits; inhibition, % at 24.7 µM;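 note: 0% = p47phox with labelled peptide and 100% = labelled peptide alone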
Target sequence (P14598 whole entry, looked up): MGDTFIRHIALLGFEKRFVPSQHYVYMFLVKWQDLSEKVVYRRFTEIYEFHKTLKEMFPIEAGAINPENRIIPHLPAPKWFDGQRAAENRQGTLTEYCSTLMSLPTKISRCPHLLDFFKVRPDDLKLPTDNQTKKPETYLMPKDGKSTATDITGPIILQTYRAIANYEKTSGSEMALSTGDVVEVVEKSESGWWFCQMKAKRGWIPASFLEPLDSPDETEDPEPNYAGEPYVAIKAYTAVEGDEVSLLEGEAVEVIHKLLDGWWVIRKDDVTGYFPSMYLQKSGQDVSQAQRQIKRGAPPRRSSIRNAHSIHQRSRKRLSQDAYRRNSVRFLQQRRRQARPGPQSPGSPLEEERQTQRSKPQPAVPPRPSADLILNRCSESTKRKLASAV
14-3-3 Bad PPI = disrupts binding of bovine 14-3-3 zeta to phospho-Bad peptide; TR-FRET 14-3-3zeta/Dy647-pBad peptide displacement, 1 h; inhibition, % at 21.7 µM; 220,000 compounds, 0.71% hits; AID 781;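 active = inhibition above about 70%, limit read from the data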;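 note: 0% = full 14-3-3 plus peptide FRET controls and 100% = background without 14-3-3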
Furin inhibitor = inhibitors of human furin; P09958; purified furin, fluorogenic substrate cleavage; inhibition, % at 30 µM; 220,000 compounds, 0.061% hits; AID 463115; in the data active = inhibition above about 25%; note: inactives centre near -15
hK5 inh = blocks human kallikrein 5 protease activity; Q9Y337; recombinant hK5, fluorogenic AMC substrate cleavage; inhibition, % at 5 µM; 210,000 compounds, 0.59% hits; AID 873;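 active = inhibition of 40% or more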;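 note: 0% = enzyme controls without compound and 100% = no-enzyme blanks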
Numbers without * were called inactive; x = not tested or not shown; [ ] = another dose, or the depositor's remark.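 Rule for the calls, unless noted: active = inhibition above about 30% (limit read from the data); inactive = the rest.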

SMILES	EBV gp42 inh	Thrombin inh	Rad51 HR inh	KCC2 mod	eIF4E-4G inh	p47phox inh	14-3-3 Bad PPI	Furin inhibitor	hK5 inh
NC(=O)CSc1nnnn1-c1ccc(OC(F)(F)F)cc1	-11.8	-1.9	-1.2	1.06	-3.2	-4.8	-0.7	-12.0	-1.0
CC1(C)Cc2ccccc2-c2nc(NCCCO)n(-c3ccccc3)c(=O)c21	0.8	-1.7	5.5	-0.0965	6.3	-15.6	-1.1	-93.6	-150.0
OC1(C#CCN2CCCC2)c2ccccc2-c2ccccc21	-17.4	0.5	14.0	1.15	0.1	-4.3	6.6	-11.7	-9.5
CCn1cc(CN2CCCC(CO)(Cc3cccc(Cl)c3)C2)cn1 (stereo unspecified)	-15.7	-9.1	-0.6	-0.00189	3.0	-17.0	0.2	-31.3	-2.8
COc1ccc(C2/C=C\CN(C(=O)C3CCCC3)CC(=O)N2Cc2ccc(F)cc2)cc1 (stereo unspecified)	-17.0	18.5	1.1	-2.44	-5.0	-11.4	-1.1	-3.7	7.9
CC(OC(=O)CN1C(=O)C2C3C=CC(C4CC34)C2C1=O)C(=O)c1ccccc1 (stereo unspecified)	-16.3	-7.7	x	-0.0275	0.9	-10.6	-1.3	-20.0	0.9
O=C(O)CCCN(Cc1cccc(Br)c1)S(=O)(=O)c1ccc(Br)cc1	-12.7	-3.3	7.1	-5.46*	3.7	2.0	-9.1	-19.1	0.6
O=C(NCCc1ccccc1)C(=O)NCc1ccncc1	-4.4	-0.9	5.7	0	2.7	-11.1	-9.6	-30.5	4.8
Fc1ccccc1CNC(=S)Nc1cccc(C(F)(F)F)c1	7.4	-1.6	3.7	-0.00301	0.8[fluorescence artefact?]	0.9	-3.0	-6.4	-5.0
COc1ccc(/C=N/NC(=O)Nc2ccc3nsnc3c2)c(OC)c1	-7.5	-2.7	-8.6	0.0507	-0.8	0.0	9.1	-26.6	-1.8
COC(=O)c1cc(CC(=O)c2ccc(O)cc2O)c(C)o1	-6.0	0.3	9.2	x	-2.8	-8.1	-9.0	-7.9	-4.8
O=C(O)CCc1ccc(-c2ccc(F)cc2)n1CC(=O)O	-14.5	3.1	1.7	-0.702	0.3[fluorescence artefact?]	-12.5	-4.0	-3.0[20 µM]	-16.0
CCCOc1ccc(-c2cnc(N)s2)cc1	-2.7	2.3	0.6	x	-7.0	-9.5	-10.5	-13.9[20 µM]	-17.6
O=C(O)c1cccnc1Sc1ccc(Cl)cc1	-17.1	-0.7	11.5	-0.244	-1.1	-5.1	-12.6	-16.8	1.8
COc1cc(C)c(S(=O)(=O)N2CCCC2)cc1C	-15.3	5.8	x	-0.157	2.8[fluorescence artefact?]	2.1	5.3[fluorescence artefact?]	8.6[20 µM]	-2.1
CCn1cc(C(=O)N2CCN(c3cccc(Cl)c3)CC2)c2cc(OC)c(OC)cc2c1=O	-9.2	0.8	-8.4	-0.512	-0.7	-1.7	-19.1	-17.5[20 µM]	18.2
CC(C)CC1c2[nH]c3ccccc3c2CCN1C(=O)C1CCOCC1 (stereo unspecified)	3.4	-0.5	x	0.549	1.4	-4.5	-8.2	-26.2	x
Cc1cc(C)c(S(=O)(=O)N(CC(=O)NCc2cccnc2)C2CCCCC2)c(C)c1	-4.7	-6.4	-5.3	x	5.7	-7.2	-10.4	-19.5	-19.0
CCOC(=O)c1cn(-c2c(Cl)cccc2Cl)c2cc(Cl)c([N+](=O)[O-])cc2c1=O	6.4	0.0	x	-1.98	-1.3	-13.8	2.8[fluorescence artefact?]	-12.7	-4.7
CCOC(=O)c1cnc(SC)nc1Oc1cccc(NS(=O)(=O)c2ccccc2)c1	-9.9	2.6	-3.1	x	2.0	-10.6	-9.1	-1.0	15.3
Cc1nnc(SCCn2c(N3CC(C)CC(C)C3)nc3c2c(=O)[nH]c(=O)n3C)s1 (stereo unspecified)	-32.8	-2.2	5.2	x	-10.2	-18.6	8.0	-12.0	-9.4
O=C(c1ccco1)N1CCN(C(=O)N2CCCCC2)CC1	-7.2	3.2	-1.9	x	0.3	2.2	-3.4	-8.8	7.0
CCN1C(=O)/C(=C/N2CCc3ccccc3C2)SC1=S	-17.8	-0.9	-17.2	-0.0141	0.5	-19.7	-0.8	-14.2	1.9
COc1ccc(-c2nn(-c3ccccc3)cc2/C=C(\C#N)S(=O)(=O)c2ccccc2)cc1OC	-13.7	-9.6	-4.6	-0.0332	4.4	-7.7	-4.1	-6.6	-16.8
CCN(CC(=O)Nc1ccc(Br)c(C)c1)CC(=O)NC(C)C	-17.6	4.1	8.5	-1.17	-0.5	-3.9	8.2	-19.7	-13.8

Compounds from the list above with a COOH group, in the order listed:
SMILES	EBV gp42 inh	Thrombin inh	Rad51 HR inh	KCC2 mod	eIF4E-4G inh	p47phox inh	14-3-3 Bad PPI	Furin inhibitor	hK5 inh
O=C(O)CCCN(Cc1cccc(Br)c1)S(=O)(=O)c1ccc(Br)cc1	-12.7	-3.3	7.1	-5.46*	3.7	2.0	-9.1	-19.1	0.6
O=C(O)CCc1ccc(-c2ccc(F)cc2)n1CC(=O)O	-14.5	3.1	1.7	-0.702	0.3[fluorescence artefact?]	-12.5	-4.0	-3.0[20 µM]	-16.0
O=C(O)c1cccnc1Sc1ccc(Cl)cc1	-17.1	-0.7	11.5	-0.244	-1.1	-5.1	-12.6	-16.8	1.8

Among those listed so far, 3 contain four or more nitrogen atoms:
SMILES	EBV gp42 inh	Thrombin inh	Rad51 HR inh	KCC2 mod	eIF4E-4G inh	p47phox inh	14-3-3 Bad PPI	Furin inhibitor	hK5 inh
NC(=O)CSc1nnnn1-c1ccc(OC(F)(F)F)cc1	-11.8	-1.9	-1.2	1.06	-3.2	-4.8	-0.7	-12.0	-1.0
COc1ccc(/C=N/NC(=O)Nc2ccc3nsnc3c2)c(OC)c1	-7.5	-2.7	-8.6	0.0507	-0.8	0.0	9.1	-26.6	-1.8
Cc1nnc(SCCn2c(N3CC(C)CC(C)C3)nc3c2c(=O)[nH]c(=O)n3C)s1 (stereo unspecified)	-32.8	-2.2	5.2	x	-10.2	-18.6	8.0	-12.0	-9.4

(next part)
SMILES	EBV gp42 inh	Thrombin inh	Rad51 HR inh	KCC2 mod	eIF4E-4G inh	p47phox inh	14-3-3 Bad PPI	Furin inhibitor	hK5 inh
CCOC(=O)C1CCN(C(=O)N(C)C)CC1	-10.6	-3.7	-13.2	-0.192	-11.2[fluorescence artefact?]	-17.4	-8.6[fluorescence artefact?]	-24.4[20 µM]	-10.2
COc1ccc(CCC(C)Nc2ccccc2F)cc1 (stereo unspecified)	-1.8	-3.2	10.3	-0.427	19.3[fluorescence artefact?]	-10.2	21.5	-19.0	-19.3
CC12CCC(C(=O)Nc3cccc4ccccc34)(C1Br)C2(C)C (stereo unspecified)	-1.5	1.5	-5.5	0.727	-3.6	-11.8	-13.7	-14.9[20 µM]	7.5
O=C(NC(=S)Nc1ccccc1O)c1ccccc1Cl	9.1	-8.5	9.5	2.16	-0.9	3.8	-6.3	-21.6	-1.8
COc1ccccc1N1CCN(Cc2nc(N)nc(Nc3ccccc3)n2)CC1	-13.6	4.3	0.6	-0.305	-3.5	-8.1	5.8	-27.8	-10.7
CN(C)c1ccc(N=Nc2ccccc2C(=O)OCC(=O)NCC2CCCCC2)cc1	-10.4	10.5	12.5	-0.313	-40.1[fluorescence artefact?]	-14.8	7.3	21.4	48.2*
CN(CC(=O)Nc1ccc(Cl)c(Cl)c1)Cc1nnc(-c2ccc(F)cc2)o1	-8.6	-0.7	x	-0.169	2.5	x	-3.7	-41.5	x
Cc1[nH]n(-c2cccc(Cl)c2)c(=O)c1-c1ccccc1	14.8	-2.4	-6.2	x	1.7	2.0	-0.3	-31.9[20 µM]	5.8
COc1ccc(-c2c[n+](CC(=O)OC3CC(C)CCC3C(C)C)c3n2CCC3)cc1 (stereo unspecified)	-3.5	-6.4	-0.2	-0.0232	-5.3	-4.7	-2.2	-28.1	-2.0
O=C(Nc1c(-c2ccccc2)nc2ncccn12)c1cc2ccccc2oc1=O	-5.1	2.5	x	-0.03	2.7	-4.4	3.2[fluorescence artefact?]	-9.0	-7.3
O=C(NC1CC1)c1ccc2c(c1)C1C3CCC(C3)C1C(c1ccccc1)N2 (stereo unspecified)	0.3	0.4	4.1	-0.133	9.8[fluorescence artefact?]	-8.5	-3.9[fluorescence artefact?]	-8.3	-13.3
O=C(c1ccco1)n1nc(-c2ccccc2)nc1NCc1ccco1	-21.9	14.6	3.6	0.468	4.0[fluorescence artefact?]	-27.5	-1.8	-17.0[20 µM]	13.3
O=C(NC1CC1)C1CCC(=O)N1C1CCCC1 (stereo unspecified)	-12.2	-0.8	-0.7	0.143	1.4[fluorescence artefact?]	-1.5	-7.1[fluorescence artefact?]	-20.7[20 µM]	0.4
O=C(CSc1nnc(-c2ccncc2)o1)N1CCc2ccccc2C1	-15.6	-21.0	-6.9	-0.407	-4.4	-4.4	-3.0	-26.3	0.5
CCOC(=O)Nc1ccc(NC(=O)c2ccccc2F)cc1	-7.0	-1.8	6.6	0.914	-6.3	-7.9	-3.0	-24.7	-1.0
CCN(CCNC(=O)C1CCN(S(=O)(=O)CC)CC1)c1ccccc1	-12.2	-0.4	-1.5	0.096	0.0	-17.8	-4.3	-8.2[20 µM]	-5.0
CC12C(=O)N(c3cccc4cccnc34)C(=O)C1C1C=CC2C1 (stereo unspecified)	-3.3	-7.2	-0.6	x	-4.1	0.7	-1.4	-14.0	12.3
Cc1cccn2c(=O)c(C=O)c(Sc3ncccn3)nc12	-4.0	-1.1	1.7	0.28	-1.5	-2.7	-14.7	-12.5	-3.3
COc1ccc(C(CNC(=O)c2ccc(C)c(S(=O)(=O)N3CCCCC3)c2)N(C)C)cc1OC (stereo unspecified)	0.0	1.6	5.7	0.133	-1.1	0.5	-1.2	-24.3	2.5
Nc1nc(SCC(=O)c2c(N)n(Cc3ccccc3)c(=O)[nH]c2=O)n[nH]1	-12.2	1.7	-100.6	0.861	-5.9	-16.9	-3.3	-25.3	3.7
COc1cccc(-n2c(Cn3nc(C(F)F)cc3C(F)F)n[nH]c2=S)c1	4.6	-11.2	-1.8	1.1	1.0	-3.1	-11.3	-20.1	-16.9
Cc1cc(/C=N/NC(=O)c2ccc(O)cc2)c(C)n1C1CC1	-0.3	-1.2	15.4	0.0555	-1.9	-10.4	-5.7	-15.4	-6.5
C=CCn1cc([N+](=O)[O-])nc1C	-12.0	-1.8	8.5	0.082	5.2	-5.8	-8.0[fluorescence artefact?]	-13.0	-14.5
O=C(c1ccc2c(c1)OCO2)C1CCCN(Cc2cccn2-c2cccnc2)C1 (stereo unspecified)	-11.4	-2.9	16.1	x	-1.6	2.2	-4.9	-19.3	x
CN1C(=O)SC(Nc2ccc(F)cc2)C1=O (stereo unspecified)	-9.3	-3.9	-8.4	x	-6.6[fluorescence artefact?]	0.7	-9.6	-17.4	-9.5
Cc1cc(C(=O)CCl)c(C)n1-c1cccc(S(=O)(=O)N2CCOCC2)c1	9.4	3.3	16.2	0.506	-1.9	-10.5	-11.4	-25.6	-3.4
CCCNS(=O)(=O)c1ccc(CCC(=O)N2CCCC2)cc1	-18.8	-6.8	-5.7	x	5.2	-5.9	-1.2	-15.5	9.2
COc1cc(C2Nc3cc(Cl)c(S(N)(=O)=O)cc3S(=O)(=O)N2)ccc1OCc1ccccc1 (stereo unspecified)	-8.8	6.3	8.4	-1.91	5.9	-2.5	2.2	-14.7[20 µM]	4.6
CCCCn1c(N)c(N(CCC(C)C)C(=O)CSc2nnc3ccccn23)c(=O)[nH]c1=O	-8.6	-6.1	5.2	x	-0.7	-4.7	9.8[fluorescence artefact?]	-15.8	1.2
